TRPC6 inhibitor – mouse TRPC6 channel inhibitors, primary screen, cell-based, HEK293, membrane potential dye | Short transient receptor potential channel 6 (Mus musculus), Q61143 | ACh-evoked depolarization; hits give low values | B-score at 10 µM | actives 1.1% (n = 310,000);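 active = B-score under library mean minus 3 SD, initial fluorescence not abnormally high, positive integrated signal ratio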;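 note: B-score derived from integrated fluorescence ratio over the kinetic read; more negative B-score means stronger inhibition of depolarization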
TRPC6 activator – mouse TRPC6 channel activators, primary screen, cell-based, HEK293, membrane potential dye; Short transient receptor potential channel 6 (Mus musculus), Q61143; HEK293-TRPC6 membrane potential dye fluorescence; hits give high values; B-score at 10 µM; actives 0.13% (n = 310,000);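 active = B-score of the integrated fluorescence ratio above library mean plus 3 SD, and starting fluorescence ratio within library mean plus 5 SD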;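 note: higher score means more depolarization so channel activation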
HIF act – HIF pathway transcriptional activators, primary screen, cell-based, U2OS HRE-luciferase, luminescence; U2OS HRE-luciferase reporter; normalized: DMSO 0%, desferrioxamine 100%; activation, % at 7.5 µM (by protocol); actives 0.32% (n = 300,000); AID 1910, 2009;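 active = mean activation of at least 10% of the iron chelator positive control signal, with at least half of replicates also reaching 10%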
MrgX1 ag – agonists of human MrgX1 receptor, primary screen, HEK293 cells, Fluo-4 calcium flux; Mas-related G-protein coupled receptor member X1 (Homo sapiens), Q96LB2; Fluo-4 calcium fluorescence, agonist mode; hits give high values; B-score at 10 µM; actives 0.44% (n = 310,000);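 active = calcium response B-score plate-corrected fluorescence ratio at least 3 library SD, with starting fluorescence B-score inside 5 SD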
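System: HEK293 cells stably expressing human MrgX1 receptor; Dosing: test compound in the initial addition of three; Schedule: overnight plating, then 30 min 37 °C plus 30 min room-temperature dye loading; Detection: kinetic calcium dye fluorescence, Fluo-4 NW; Controls: per-plate positive and negative controls for Z′ factor.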
RGS4 pot – RGS4 potentiators or activators, primary screen, cell-based, HEK293 M3R inducible RGS4, calcium flux | AID 463111, 2010 | carbachol calcium flux Fluo4; hits give low values | actives 0.92% (n = 310,000) | B-score at 10 µM;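 active = B-score of the integrated calcium signal more than 4 SD below the library mean, with starting fluorescence not abnormally high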;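 note: negative B-score means reduced calcium response which marks RGS4 activation or potentiation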
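test system = HEK293 cells with stable M3R and inducible RGS4 | schedule = recording 10 s baseline at 1 Hz, 100 s post-agonist | technique = Fluo4-AM (2 µM) calcium-flux fluorescence, kinetic read | measure = Agonist-evoked peak-minus-minimum fluorescence over baseline, integrated ratio, B score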
RGS4 inh – RGS4 inhibitors, primary screen, cell-based, HEK293 M3R inducible RGS4, calcium flux; Fluo-4 calcium flux; hits give high values; triggered by carbachol at its EC20; B-score at 10 µM; actives 0.45% (n = 310,000); AID 463165, 2010;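 active = B-score, a plate-corrected calcium signal, over three deviations above library mean, with baseline fluorescence within five deviations of library mean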;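 note: RGS4 expression induced by doxycycline in cells with stable M3 receptor; B-score is computed from the integrated fluorescence ratio over baseline after carbachol; higher B-score means a larger calcium signal and so more RGS4 inhibition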
MrgX1 PAM – positive allosteric modulators of MrgX1, primary screen, HEK293 cells, Fluo-4 calcium flux; B-score at 10 µM; FDSS; hits give high values; actives 0.63% (n = 310,000);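 active = plate-corrected calcium response at least 3 library SD above typical, normal starting fluorescence, not activating the receptor alone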;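 note: compound read alongside a low EC10 to EC30 dose of BAM8-22 agonist; peak minus trough fluorescence over baseline measured at the second addition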
TRPC4 block – inhibitors of mouse TRPC4 channel, primary screen, Fluo4 calcium, HEK293 TRPC4beta/mu-opioid cells; Short transient receptor potential channel 4 (Mus musculus), Q9QUQ5; B-score at 10 µM; DAMGO-evoked Fluo4 calcium flux; hits give low values; actives 0.39% (n = 300,000); AID 2247, 2010;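 active = B-score over 3 SD under the library average, no early fluorescence shift, positive overall ratio signal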
Target sequence (Q9QUQ5 whole entry, looked up): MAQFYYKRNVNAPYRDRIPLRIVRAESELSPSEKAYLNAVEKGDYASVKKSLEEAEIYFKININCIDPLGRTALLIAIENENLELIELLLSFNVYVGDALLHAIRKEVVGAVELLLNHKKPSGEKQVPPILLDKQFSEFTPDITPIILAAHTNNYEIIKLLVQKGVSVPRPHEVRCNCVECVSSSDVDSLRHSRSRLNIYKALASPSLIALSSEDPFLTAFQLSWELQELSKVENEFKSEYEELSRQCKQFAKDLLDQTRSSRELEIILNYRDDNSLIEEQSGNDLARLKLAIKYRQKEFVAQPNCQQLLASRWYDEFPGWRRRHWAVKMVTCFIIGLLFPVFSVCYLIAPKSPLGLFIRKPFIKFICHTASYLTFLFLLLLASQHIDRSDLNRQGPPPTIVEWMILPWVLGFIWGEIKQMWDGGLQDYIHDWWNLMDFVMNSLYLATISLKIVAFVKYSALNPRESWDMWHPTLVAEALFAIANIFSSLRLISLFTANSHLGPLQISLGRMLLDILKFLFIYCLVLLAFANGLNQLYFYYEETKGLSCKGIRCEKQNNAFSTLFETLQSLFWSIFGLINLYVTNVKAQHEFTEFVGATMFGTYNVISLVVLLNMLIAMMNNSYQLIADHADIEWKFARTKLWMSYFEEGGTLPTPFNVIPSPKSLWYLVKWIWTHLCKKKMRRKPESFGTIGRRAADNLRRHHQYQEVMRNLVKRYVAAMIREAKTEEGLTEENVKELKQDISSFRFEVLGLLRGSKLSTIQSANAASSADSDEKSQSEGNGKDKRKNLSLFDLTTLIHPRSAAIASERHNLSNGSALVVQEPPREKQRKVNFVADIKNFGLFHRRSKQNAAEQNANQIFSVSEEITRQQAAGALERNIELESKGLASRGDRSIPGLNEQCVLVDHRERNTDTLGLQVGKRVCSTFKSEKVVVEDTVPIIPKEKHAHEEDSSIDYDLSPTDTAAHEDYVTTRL
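Signal: kinetic Fluo4 fluorescence imaging of calcium influx. Material: stable TRPC4beta/mu-opioid receptor HEK293 cells. Probe or stimulus: DAMGO in two steps, submaximal then maximal.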
Platelet DG rel – inhibitors of platelet dense granule secretion, primary screen, cell-based, MLPCN, human platelets; human platelet-rich plasma, SFLLRN dense granule ATP release, luminescence; inhibition, %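 (compounds screened at 7.5 µM in platelet-rich plasma)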; actives 0.22% (n = 300,000); AID 1663, 2009;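 active = mean replicate score, as percent of positive control, at or above 50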
SKKanGAS inh – S. pyogenes SKKanGAS growth inhibitors in kanamycin, primary screen, streptokinase expression inhibitor project, SKKanGAS strain, BacTiter-Glo luminescence | 6 h | inhibition, % at 7.5 µM | actives 1.3% (n = 300,000) | AID 1662, 2009;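 active = mean replicate score, as percent of positive control median, at least 50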;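 note: strain carries kanamycin resistance gene driven by streptokinase promoter and grows in 40 µg/ml kanamycin; loss of luminescence reflects streptokinase promoter inhibition or plain growth inhibition; 0% = median of DMSO wells and 100% = positive control at its reference dose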
MrgX1 antagonist – antagonists of human MrgX1 receptor, primary screen, HEK293 cells, Fluo-4 calcium flux; BAM8-22 antagonism; hits give low values; AID 588676, 2011; B-score at 10 µM; Mas-related G-protein coupled receptor member X1 (Homo sapiens), Q96LB2; actives 1.3% (n = 310,000);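 active = calcium-response B-score plate-corrected more than 3 library SD below zero, starting fluorescence within 5 deviations, no agonist response on first addition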;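 note: peak minus trough fluorescence over baseline after final BAM8-22 challenge near maximal dose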
Numbers without * were called inactive; i = inactive; / = no result given.

Results follow in this order: TRPC6 inhibitor, TRPC6 activator, HIF act, MrgX1 ag, RGS4 pot, RGS4 inh, MrgX1 PAM, TRPC4 block, Platelet DG rel, SKKanGAS inh, MrgX1 antagonist
> COc1ccc2cc(-c3[nH]ncc3CN3CCCC3c3nonc3C)ccc2c1 (stereo not drawn)
  i, i, /, i, i, i, i, i, -5, -8, i
> CCc1ccc(NC(=O)C2CCCN(S(=O)(=O)c3ccc4c(c3)CC(C)N4C(C)=O)C2)cc1 (stereo not drawn)
  i, i, -0.4, i, i, i, i, i, 3, 1, i
> COc1cc(/C=N/NC(=O)c2cccnc2)ccc1OCC(=O)Nc1ccc(C)cc1
  i, i, 0.3, i, i, i, i, i, -2, 2, i
> O=C1C(=O)N(C2CCS(=O)(=O)C2)C(c2cccc(O)c2)/C1=C(/O)c1ccc(Cl)cc1 (stereo not drawn)
  i, i, 0.5, i, i, i, i, i, 10, -6, i
> N#CC1=C(N)N(c2ccccc2)C2=C(C(=O)CCC2)C1c1cccs1 (stereo not drawn)
  i, i, -0.2, i, i, i, i, i, 3, 9, i
> Cc1cn(C(=O)CN2C(=O)c3ccccc3C2=O)c(C)n1
  i, i, -1.2, /, i, i, /, i, 0, 1, /
> CC(Oc1ccc(Br)cc1Br)C(=O)Nc1cccnc1Cl (stereo not drawn)
  i, i, /, i, i, i, i, i, /, /, i
> COc1ccc(/C=N/NC(=O)COc2ccc3ccccc3c2)c(C(=O)O)c1OC
  i, i, 0.6, i, i, i, i, i, 7, -3, -5.4*
> CN(C)S(=O)(=O)c1cccc(C(=O)Nc2cc3c(cc2C(=O)O)OCCCO3)c1
  i, i, 1.5, i, i, i, i, i, 4, 10, i
> Cc1cc(Cl)ccc1NC(=S)NCCc1ccc(Cl)cc1
  i, i, 0.6, i, i, i, i, i, -10, 15, i
> C=CCn1c(N)c(C(=O)OCC(C)C)c2nc3ccccc3nc21
  i, i, 0.0, /, i, i, /, i, -1, 14, /
> CCOc1ccc(N=C2NC(=O)S/C2=C\c2ccc(N(C)C)cc2)cc1
  i, i, 1.4, 27*, i, i, i, i, -2, 5, i
> COc1ccc(/C=C/c2nc(C)c(-c3ccccc3)c(=O)[nH]2)cc1OC
  i, i, 0.1, i, i, i, i, i, 11, 3, i
> O=c1cc(O)nc(SCc2ccccc2Cl)[nH]1
  i, i, -0.2, i, i, i, i, i, 3, 37, i
> O=c1cc(CSc2ccc(S(=O)(=O)N3CCCCC3)cn2)nc2sccn12
  i, i, -0.2, i, i, i, i, i, 2, 5, i
> O=C1CN(C(=O)c2ccccn2)c2ccccc2N1
  i, i, -0.6, i, i, i, i, i, -3, 0, i
> CCCCC[C@H]1CN(C2CCCCC2)C(=O)[C@@H]1CC(=O)NCc1ccccc1
  i, i, 0.0, i, i, i, i, i, 0, 2, i
> O=C(NCCN1CCOCC1)c1ccc2c(c1)N(Cc1c(F)cccc1Cl)C(=O)c1ccccc1S2
  i, i, -0.1, i, i, i, i, i, 13, -5, i
> CCOC(=O)N1CCN(C(=O)CN2C(=O)NC(c3ccccc3)(c3ccccc3)C2=O)CC1
  i, i, 0.0, i, i, i, i, i, 3, 1, i
> O=C(CN(CCN1CCOCC1)C(=O)Cn1nnc(-c2ccc(F)cc2)n1)NC1CCCCC1
  i, i, -0.2, i, i, i, i, i, 5, -1, i
> CC(C)C[C@@H](CO)N1CCNCCC1=O
  i, i, -2.1, i, i, i, i, i, -2, -2, i
> Cc1ccc(/C=C2/SC(=S)N(CCCC(=O)Nc3ccc(O)cc3)C2=O)cc1
  i, i, -3.4, /, i, i, /, i, -7, 3, /
> COc1ccccc1-c1ccc2nnc(SC)n2n1
  i, i, 0.6, i, i, i, i, i, 4, -6, i
> Cc1ccc(C(O)c2nccn2C)o1 (stereo not drawn)
  i, i, -0.3, i, i, i, i, i, 3, 0, i
> CCn1cc(/C=C(\NC(=O)c2ccccc2F)C(=O)NCCN2CCOCC2)c2ccccc21
  i, i, 0.6, i, i, i, i, i, -3, 2, i
> O=C(CNc1ccc(Br)cc1)NNC1=NCCC1
  i, i, -0.2, i, i, i, i, i, 9, -3, i
> Nc1o[nH]c(=O)c1Cc1ccccc1
  i, i, -1.1, /, i, i, /, i, 0, -1, /
> Nc1c(-c2ccccc2)c(CSc2nc3ccccc3[nH]2)nn1-c1cccc(Cl)c1
  i, i, -0.4, i, i, i, i, i, 17, 103*, i
> Cc1cccc(NC(=O)CSc2nnc(-c3ccncc3)n2C)c1
  i, i, -0.1, i, i, i, i, i, 6, -1, i
> Cc1ccc(NC(=S)NC(=O)c2cncc(Br)c2)cc1Cl
  i, i, -0.2, i, i, i, i, i, 1, 24, i
> CC(C)(C)NC(=O)c1ccc2c(c1)N(CC(=O)NC1CCCC1)C(=O)C(C)(C)O2
  i, i, -0.2, i, i, i, i, i, -7, -19, i
> Cc1cccc(OCC(=O)Nc2nnc(-c3ccco3)s2)c1
  i, i, -0.6, i, i, i, i, i, -2, 5, i
> CN(C(=O)c1cc2c(=O)n3ccccc3nc2s1)C1CCCCC1
  i, i, 0.9, i, i, i, i, i, 9, -3, i
> COc1c(C)cc(C(=O)C2CCCN(C(=O)c3ccoc3)C2)cc1C (stereo not drawn)
  i, i, -0.4, i, i, i, i, i, 2, -5, i
> C=CCn1c(SCc2ccc(C(=O)Nc3ccccc3)cc2)nnc1-c1ccccc1
  i, i, 1.2, i, i, i, i, i, -2, 8, i
> Cc1nn(C)c(C)c1S(=O)(=O)N(CC(=O)NCCCOC(C)C)c1ccc(C(C)C)cc1
  i, i, -0.6, i, i, i, i, i, 8, 3, i
> CN1C(c2ccccc2)CCOS1(=O)=O (stereo not drawn)
  i, i, 1.0, i, i, i, i, i, 2, -4, i
> CCOC(=O)c1[nH]ncc1CN1CCC(Cc2ccccc2)(C(=O)OCC)CC1
  i, i, 0.3, i, i, i, i, i, -2, -2, i
> CCN(Cc1ccncc1)C(=O)c1ccccc1NS(=O)(=O)c1ccc(F)cc1
  i, i, -5.2, i, i, i, i, i, -12, -12, i
> Cc1ccc2n(n1)c(=O)c(Cc1ccccc1)c([O-])[n+]2-c1ccccc1
  i, i, -0.9, i, i, i, i, i, -18, -19, i
> C/C(=C\c1ccco1)CN1CCN(Cc2ccc(C)o2)C(CCO)C1 (stereo not drawn)
  i, i, -0.1, i, i, i, i, i, 3, -6, i
> NC(=O)c1nn(-c2ccc(Cl)cc2Cl)c(=O)cc1O
  i, i, -0.2, i, i, i, i, i, -3, 10, i
> O=C(NCc1ccco1)C1CC(c2ccc(F)cc2)=NO1 (stereo not drawn)
  i, i, -0.5, i, i, i, i, i, -1, 3, i
> O=C(O)c1ccc(CN2CCCCC2)o1
  i, i, 0.8, i, i, i, i, i, -3, 19, i
> Cc1ccc(C)c2c1cc(C)c1nnc(SCC(=O)NCc3ccc4c(c3)OCO4)n12
  i, i, -0.9, i, i, i, i, i, 6, -6, i
> O=C1c2ccccc2C(Nc2cccnc2)N1Cc1ccc2c(c1)OCO2 (stereo not drawn)
  i, i, -0.2, i, i, i, i, i, -4, -5, i
> Cc1cc2ccccc2nc1SCC(=O)N1CCCC1
  i, i, 0.3, i, i, i, i, i, -2, 0, i
> CCc1ccc(C2C3=C(CCCC3=O)OC3=C2C(=O)CCC3)cc1
  i, i, -0.2, i, i, i, i, i, 4, 1, i
> COc1ccc(CCNc2nc(Cl)nc(NC(C)(C)CO)n2)cc1OC
  i, i, 0.0, i, i, i, i, i, 10, -2, i
> Cc1ccccc1-c1ccc(=O)n(CC(=O)Nc2ccc(-n3cnnn3)cc2)n1
  i, i, 0.0, i, i, i, i, i, -2, 0, i

Next part.
Results follow in this order: TRPC6 inhibitor, TRPC6 activator, HIF act, MrgX1 ag, RGS4 pot, RGS4 inh, MrgX1 PAM, TRPC4 block, Platelet DG rel, SKKanGAS inh, MrgX1 antagonist
> CN(CC(O)Cn1cnc2c1c(=O)n(C)c(=O)n2C)c1ccccc1 (stereo not drawn)
  i, i, -0.5, i, i, i, i, i, 8, -2, i
> CCCCNC(=S)NNC(=O)c1ccncc1
  i, i, -0.2, i, i, i, i, i, 12, 2, i
> C[C@H](CO)NC(=O)[C@H](C)[C@@H]1C[C@@]1(C)[C@@H](NC(=O)OCc1ccccc1)c1ccccc1
  i, i, 0.3, i, i, i, i, i, 2, -3, i
> CCOCc1nnc(NC(=O)CCC2CCCCC2)s1
  i, i, 0.0, i, i, i, 8*, i, 9, -1, i
> COc1cc(CNc2ccc(C)c(C)c2)cc(OC)c1OC
  i, i, 2.4, i, i, i, i, i, 9, -1, i
> COc1ccc(C(=O)Nc2ccc(C(=O)OCC(=O)c3ccccc3)cc2)cc1
  i, i, 0.3, i, i, i, i, i, -4, 2, i
> CC(=O)Nc1ccc(NC(=O)CCCSc2nc3ccccc3[nH]2)cc1
  i, i, -0.7, i, i, i, i, i, -6, -20, i
> Fc1ccc(Cn2ccc(-c3cnc(-c4ccccc4)s3)n2)cc1
  i, i, 3.8, i, i, i, i, i, 3, 16, i
> COc1ccc(Cn2c(CCC(=O)Nc3ccccc3OC)nc3cccnc32)cc1
  i, i, -0.1, i, i, i, i, i, 3, 8, i
> CCc1ccc2oc(-c3ccc(OC)cc3)cc(=Nc3c(C)n(C)n(-c4ccccc4)c3=O)c2c1
  -7.8*, i, -2.4, i, -7.4*, i, i, i, 7, 8, i
> N#C/C(=C/c1ccc(Br)o1)C(N)=S
  i, i, -1.2, i, i, i, i, i, 11, 4, i
> O=c1cc(-c2ccccc2)nc(SCc2ccccc2)[nH]1
  i, i, -0.3, i, i, i, i, i, -19, -13, i
> O=C(NCCCN1CCOCC1)c1cc(Cl)ccc1OCc1ccccc1
  i, i, 0.8, i, i, i, i, i, -6, 7, i
> Cc1ccccc1CSc1nnc(-c2ccccn2)n1N
  i, i, 2.6, i, i, i, i, i, 5, 0, i

Screening data deposited in PubChem by several laboratories.
